Screens from PubChem BioAssay.
CXCR6 inh – blocks human CXCR6 beta-arrestin recruitment. O00574. CHO-K1 PathHunter CXCR6 beta-arrestin, luminescence. inhibition, % at 20 µM. 0.36% of 360,000 active; in the data active = inhibition above about 34%, passing the limit was not always enough;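 note: antagonist mode with CXCL16 agonist at 10 nM final; 0% = 10 nM CXCL16 with DMSO and 100% = unstimulated wells without agonist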
APJ antagonist – blocks the human apelin receptor APJ; CHO-K1 APJ beta-arrestin complementation, luminescence; AID 2521; 0.32% of 330,000 active; inhibition, % at 20 µM; P35414;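 active = inhibition above about 40% at 20 µM, limit read from the data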;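 note: cells challenged with 10 nM apelin-13 agonist together with compound; plate controls were apelin-13 plus DMSO wells for no effect and DMSO wells lacking apelin-13 for full effect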
TIM10 inh – inhibits growth of TIM10 yeast strain. S. cerevisiae TIM10 strain growth, BacTiter-Glo luminescence, 24 h. inhibition, % at 10 µM. 1.4% of 330,000 active. AID 463195;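 active = inhibition of 40% or more at the single tested concentration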;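 note: wild-type TIM10 isogenic control strain grown at permissive 25 °C; 0% = DMSO yeast wells and 100% = minimal medium wells without yeast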
Mdm2-MdmX inh – inhibitors of human Mdm2/MdmX interaction; O15151+Q00987; SaOS-2 split-luciferase Mdm2/MdmX complementation, luminescence; inhibition, % at 8 µM; 3% of 330,000 active;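 active = inhibition of at least 50% at 8 µM in the primary screen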
Target sequence (O15151 whole entry, looked up): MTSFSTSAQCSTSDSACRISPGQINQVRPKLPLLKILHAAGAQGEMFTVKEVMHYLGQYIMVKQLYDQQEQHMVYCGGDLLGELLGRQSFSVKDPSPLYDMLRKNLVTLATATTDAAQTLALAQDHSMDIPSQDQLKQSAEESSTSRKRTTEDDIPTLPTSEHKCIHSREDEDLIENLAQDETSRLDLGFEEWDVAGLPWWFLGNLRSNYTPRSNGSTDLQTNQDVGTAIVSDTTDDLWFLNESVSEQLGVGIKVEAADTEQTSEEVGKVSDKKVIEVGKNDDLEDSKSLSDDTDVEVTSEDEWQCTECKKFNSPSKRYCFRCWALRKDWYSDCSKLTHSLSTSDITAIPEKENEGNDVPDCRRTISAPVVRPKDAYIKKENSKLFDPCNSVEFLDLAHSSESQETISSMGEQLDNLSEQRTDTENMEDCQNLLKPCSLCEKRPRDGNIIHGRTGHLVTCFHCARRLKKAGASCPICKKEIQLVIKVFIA
Target sequence (Q00987 whole entry, looked up): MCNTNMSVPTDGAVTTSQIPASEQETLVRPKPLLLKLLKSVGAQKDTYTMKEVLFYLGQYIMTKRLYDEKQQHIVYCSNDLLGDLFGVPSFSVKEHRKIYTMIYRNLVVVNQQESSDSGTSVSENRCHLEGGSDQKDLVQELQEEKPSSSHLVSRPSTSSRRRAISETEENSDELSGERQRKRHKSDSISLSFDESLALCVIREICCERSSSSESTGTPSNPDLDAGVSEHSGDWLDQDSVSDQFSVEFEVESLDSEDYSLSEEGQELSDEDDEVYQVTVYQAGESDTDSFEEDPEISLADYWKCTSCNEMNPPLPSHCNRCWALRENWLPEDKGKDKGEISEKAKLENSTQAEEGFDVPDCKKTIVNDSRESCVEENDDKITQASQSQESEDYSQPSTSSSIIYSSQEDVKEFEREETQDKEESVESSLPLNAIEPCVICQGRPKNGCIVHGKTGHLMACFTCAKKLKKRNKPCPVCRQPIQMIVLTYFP
tim10-1 inh – growth inhibitors of tim10-1 mutant yeast; AID 463190; 2.2% of 330,000 active; S. cerevisiae tim10-1 ts strain growth, BacTiter-Glo, 24 h; inhibition, % at 20 µM;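 active = inhibition of at least 40%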;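 note: mutant grown at 25 °C; 0% = DMSO wells with yeast and 100% = wells holding no yeast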
APJ agonist – agonists of human APJ apelin receptor; P35414; activation, % at 20 µM; 0.11% of 330,000 active; CHO-K1 APJ PathHunter beta-arrestin, luminescence; 0% DMSO wells, 100% apelin; AID 2520;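 active = activation more than six SD over the plate average, tested at 20 µM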;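 note: 0% = DMSO alone and 100% = apelin-13 at 10 nM; some results filed as inactive read as strong as hits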
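Test system: CHO-K1 APJ beta-arrestin complementation cell line. Amount: cell density 1000 per well. Controls: DMSO negative, 10 nM Apelin-13 positive. Signal: luminescent beta-gal fragment complementation, chemiluminescent substrate. Read-out basis: agonist-driven arrestin binding to APJ. Timing: compound stimulation 90 min at 25 °C, detection 60 min.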
XBP1 UPR activ – activators of adaptive arm of unfolded protein response (XBP1) | CHO-XBP1 luciferase reporter, IRE1-XBP1 UPR activation, luminescence; percent of tunicamycin response, DMSO as zero | activation, % at 20 µM | 0.33% of 330,000 active | AID 463104;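 active = versus positive control, 20 µM dose yields 30% or more activation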;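 note: 100% = tunicamycin at 10 µg/mL and 0% = DMSO only wells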
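Test system: CHO-XBP1 luciferase reporter cells | Buffer or medium: Serum-containing F12 medium, 10% FBS | Schedule: 6 h compound exposure at 37 °C, 5% CO2 | Detection: Steady-Glo luciferase glow luminescence, 10 min after reagent addition | Read-out basis: Activation, % of tunicamycin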
tim23-1 inh – inhibits growth of tim23-1 mutant yeast; S. cerevisiae tim23-1 growth, BacTiter-Glo luminescence, 24 h; inhibition, % at 20 µM; 1.3% of 330,000 active;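 active = growth inhibition of the mutant yeast at or above 50%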;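 note: temperature-sensitive mutant grown at 25 °C; plate controls were DMSO-treated mutant yeast for no effect and medium wells lacking yeast for full effect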
CHOP UPR activ – activators of apoptotic arm of unfolded protein response (CHOP); CHO-CHOP luciferase reporter, UPR activation, luminescence; percent of tunicamycin response over DMSO baseline; activation, % at 10 µM; AID 449763; 0.34% of 330,000 active;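 active = at 10 µM dose, activation of 40% or more, normalized to positive control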;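 note: 100% = tunicamycin at 10 µg/mL and 0% = DMSO alone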
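System: CHO-CHOP luciferase reporter cell line | Buffer or medium: F12 medium containing 10% fetal bovine serum | Doses: One dose, 10 µM in 0.5% DMSO | Times: 6 h compound exposure at 37 °C after overnight seeding | Signal: Luciferase luminescence | Read-out: % activation vs tunicamycin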
* marks the source's active call; other numbers are inactive results; nt = no result given. Only part of the results is shown, so the mix of outcomes need not match the whole.

SMILES	CXCR6 inh	APJ antagonist	TIM10 inh	Mdm2-MdmX inh	tim10-1 inh	APJ agonist	XBP1 UPR activ	tim23-1 inh	CHOP UPR activ
O=C(N/N=C/c1ccc(Cl)cc1)c1cc2c(s1)-c1ccccc1CC2	-36	-18	11	65*	6	-1	-1	17	-0.9
CCn1ncc(Br)c1C(=O)Nc1nccs1	0	-17	0	-22	-12	1	-4	5	-1.6
O=C(C1Cc2ccccc2O1)N1CCCCC1 (stereo unspecified)	0	8	1	-38	-6	-3	0	3	0.8
O=C(COC(=O)c1ccco1)NCc1ccc(Cl)cc1Cl	-1	-6	-11	0	-15	-2	2	8	1.9
Cc1cc(N2CC34C=CC(O3)C(C(=O)O)C4C2=O)no1 (stereo unspecified)	-4	13	11	31	14	-6	-1	-6	-0.2
CCCS(=O)(=O)c1nc(S(=O)(=O)c2ccc(C)cc2)c(NCCCN(C)C)s1	14	3	6	-12	6	-3	0	-4	1.4
CCN(CC)S(=O)(=O)c1ccc2c(c1)nc(SCC(=O)N(C)C1CCS(=O)(=O)C1)n2CC (stereo unspecified)	-4	15	5	14	6	0	0	-6	-0.4
O=[N+]([O-])c1ccc(CN2CCOCCOCCN(Cc3ccc([N+](=O)[O-])cc3)CCOCC2)cc1	-4	9	35	-5	34	-2	0	10	-1.6
CCOc1ccc(N(CC(=O)NC2CCCCC2)S(=O)(=O)c2c(C)noc2C)cc1	6	10	12	5	14	-6	-1	0	-1.6
C=CCOc1ccc(C2=NO[C@@H]3[C@@H]4C[C@@H]([C@H]5C(=O)N(C)C(=O)[C@@H]45)[C@H]23)cc1	7	-15	-8	-8	-9	4	-3	-2	-3.2
CN1Cc2cccc3c2C(Cc2ccccc2S3)C1 (stereo unspecified)	7	19	1	23	-7	-2	1	14	0.3
O=c1c([N+](=O)[O-])cccn1Cc1ccccc1Cl	-3	6	4	9	6	-1	-1	7	0.6
O=C1CC(c2ccccc2)c2ccccc21 (stereo unspecified)	0	-2	-7	-1	-6	2	-1	8	-0.8
O=C(Nc1ccc2nc(-c3cccs3)[nH]c2c1)c1cccs1	-12	-24	52*	-2	9	5	9	36	4.2
COC(=O)c1ccc(N2C(=O)CC(N3CCN(C(=O)c4ccco4)CC3)C2=O)cc1 (stereo unspecified)	-6	-3	10	10	18	-6	1	4	-1.1
O=C(CCCn1c(=O)c2ccccc2n(CC(=O)N2CCN(c3ccccc3)CC2)c1=O)NCc1ccco1	-6	-7	-13	1	1	0	-5	6	1.2
COC(=O)c1ccc(NC(=O)CN2CCN(CC#N)CC2)cc1	-3	-1	0	18	1	1	0	-6	-1.1
CC(C)c1cc(C(=O)O)c2ccccc2n1	3	-19	-1	16	-3	-1	-2	21	-0.7
Cc1ccc(S(=O)(=O)NNC(=O)C2CC=CCC2C(=O)O)cc1 (stereo unspecified)	-6	7	-13	7	-16	1	-3	0	-1.4
COc1cc(OC)c(OC)cc1CN1CCN(c2ccccc2OC)CC1	4	-12	-9	6	12	-2	0	-4	-1.6
Brc1ccccc1OCCN1CCCC1	-11	0	6	10	-1	-4	-3	-5	2.5
O=C(NC1CCSC1)c1cccc(Cl)c1 (stereo unspecified)	3	-1	-16	8	-29	-2	-1	-6	1.5
COc1ccccc1N1CCN(C(=O)CCCC2=NS(=O)(=O)c3ccccc3N2)CC1	4	-27	-6	2	-25	-1	2	-20	-0.7
CS(=O)(=O)N(CC(=O)Nc1ccccc1F)C1CCCCC1	4	-13	7	11	17	-4	-4	12	3.4
CCOC(=O)c1ccc(NC(=S)N(CCN(C)C)C(C)c2ccncc2)cc1 (stereo unspecified)	-3	10	0	14	6	0	-10	0	0.3

Other compounds.
SMILES	CXCR6 inh	APJ antagonist	TIM10 inh	Mdm2-MdmX inh	tim10-1 inh	APJ agonist	XBP1 UPR activ	tim23-1 inh	CHOP UPR activ
O=[N+]([O-])c1ccc(/C=C2\CCC(C3=CCCC3)=C2N2CCOCC2)cc1	-8	10	36	-8	52*	5	1	53*	3.3
CCN(CC)CCN(C(=O)c1ccc2ccccc2c1)c1nc2ccc(OC)cc2s1	16	-1	4	26	49*	-5	0	37	1.7
O=C(CN1C(=O)NC2(CCOc3ccccc32)C1=O)Nc1ccc(Br)cc1F (stereo unspecified)	8	6	4	-19	6	-2	1	20	-1.5
Cc1cn(C2OC[C@@H](O)[C@@H]2CO)c(=O)[nH]c1=O (stereo partly specified)	1	22	7	-25	5	0	-2	8	3.3
CCOCCCNS(=O)(=O)c1ccc2c(c1)CCN2C(C)=O	-4	8	-5	25	11	-1	-1	9	0.1
O=C(COc1ccccc1[N+](=O)[O-])N(Cc1ccco1)C1CCS(=O)(=O)C1 (stereo unspecified)	-6	32	-8	7	-1	0	-7	0	-0.3
Cc1ccc(NC(=O)CCS(=O)(=O)c2ccccc2)cc1S(=O)(=O)N1CCOCC1	0	-21	-14	8	6	-3	-1	10	0.2
CCOCCCNC(=O)CN1C(=O)COc2ccc(S(=O)(=O)N3CCC(C)CC3)cc21	3	10	-7	-13	-2	-4	-2	-6	2.4
COc1ccc(C)cc1S(=O)(=O)N1CCN(C(=O)c2ncoc2-c2ccc(C)cc2)CC1	-3	9	18	-6	-16	-1	-2	28	0.8
Cc1ccc2oc(-c3ccco3)nc2c1	2	-12	6	-4	-3	-4	3	1	3.4
Cc1ccnc2nc(C(=O)NCCc3ccc(F)cc3)nn12	-2	4	-8	7	-9	0	1	-4	0.7
Cc1ccc(S(=O)(=O)/C(C#N)=C/c2c(Oc3ccc(Cl)cc3)nc3c(C)cccn3c2=O)cc1	nt	5	-12	59*	2	-1	6	50*	2.1
CCOC(=O)C1(CC2CCCCO2)CCN(C(=O)Nc2ccccc2)CC1 (stereo unspecified)	-7	-29	-2	22	12	-1	-5	21	1.0
O=C(Nc1ccc(N2CCOCC2)cc1)c1ccc([N+](=O)[O-])cc1	-11	-18	-19	8	14	2	2	15	3.9
C=CCNC(=O)C(=O)NN=C1CCN(C)CC1	-2	11	4	14	1	3	-2	6	0.0
CCN(CC)c1nc(C#N)cc(-c2ccc(OC)cc2)n1	-10	9	-48	54*	-32	-4	0	-22	-0.1
CCCCCCCCC(=O)Nc1cc(C)ccc1OC	-7	-3	16	26	30	-6	0	8	1.3
COC(=O)c1ccc(Nc2nnc(-c3ccc(C)c(S(=O)(=O)NCC4CCCO4)c3)c3ccccc23)cc1 (stereo unspecified)	10	3	16	22	23	-1	4	10	7.6
c1ccc(CSc2ccc3nnc(-c4ccccn4)n3n2)cc1	-1	23	-22	14	27	-1	-2	4	-2.0
C/C(CCc1ccccc1)=N/NC(=O)C(=O)NC(C)c1ccccc1 (stereo unspecified)	-9	-9	6	2	10	-3	-5	0	-1.6
Cc1cc(NC(=O)CSc2nnc(-c3ccc([N+](=O)[O-])cc3)o2)no1	-23	-87	-13	20	0	15	-5	-4	-0.4
COC(=O)c1cc(C#N)c(Oc2ccccc2)nc1C	-6	-2	-76	2	-59	1	1	-80	3.3
Nc1nc2ccccc2n1C(=O)c1ccc(F)cc1	-11	3	11	-128	11	-1	-3	-6	-1.8
O=C(Nn1c(-c2ccncc2)nc2ccccc2c1=O)c1ccccc1Br	4	3	-3	-3	-2	-3	0	9	-2.2
Cc1ccc(NCc2nnc(SCC(=O)Nc3ccccc3)n2CC2CCCO2)c(C)c1 (stereo unspecified)	9	-17	6	-24	11	13	-1	23	0.2

Four compounds already listed, sorted by SMILES length, falling:
SMILES	CXCR6 inh	APJ antagonist	TIM10 inh	Mdm2-MdmX inh	tim10-1 inh	APJ agonist	XBP1 UPR activ	tim23-1 inh	CHOP UPR activ
O=C(COc1ccccc1[N+](=O)[O-])N(Cc1ccco1)C1CCS(=O)(=O)C1 (stereo unspecified)	-6	32	-8	7	-1	0	-7	0	-0.3
O=[N+]([O-])c1ccc(/C=C2\CCC(C3=CCCC3)=C2N2CCOCC2)cc1	-8	10	36	-8	52*	5	1	53*	3.3
Cc1cn(C2OC[C@@H](O)[C@@H]2CO)c(=O)[nH]c1=O (stereo partly specified)	1	22	7	-25	5	0	-2	8	3.3
CCOCCCNS(=O)(=O)c1ccc2c(c1)CCN2C(C)=O	-4	8	-5	25	11	-1	-1	9	0.1

Remaining list, next part
SMILES	CXCR6 inh	APJ antagonist	TIM10 inh	Mdm2-MdmX inh	tim10-1 inh	APJ agonist	XBP1 UPR activ	tim23-1 inh	CHOP UPR activ
CC(=O)c1ccc(NC(=O)C(C)OC(=O)c2ccc(NS(=O)(=O)c3ccc(F)c(F)c3)cc2)cc1 (stereo unspecified)	-6	8	7	3	5	-1	-1	11	4.8
COC(=O)CCc1sc(Nc2ccc(Br)cc2)nc1-c1ccc(OC)cc1	-1	9	17	-5	46*	-2	-2	38	2.8
COc1ccc(C(=O)NCCc2nnc(SCC(=O)Nc3ccccc3C(C)C)n2C)cc1	2	12	-11	19	15	0	-3	24	-1.9
CCOC(=O)C1CCCN(CC(=O)c2c[nH]c3ccc(C)cc23)C1 (stereo unspecified)	nt	-1	4	18	4	-3	0	-10	-1.9
COc1ccc(CNC(=O)OCCN2CCN(Cc3ccccc3)CCC2=O)cc1	-6	-6	1	6	6	-3	2	3	7.9
Nn1cnc2scc(-c3cccs3)c2c1=O	-1	6	-2	15	-10	0	-3	3	0.1
COC(=O)c1ccccc1C(=O)N1CCC(CCC(=O)NC2CC2)CC1	-2	14	-16	17	14	-2	-6	11	1.6
CC1CCCCC12NC(=O)N(CC(=O)c1ccc3c(c1)OCO3)C2=O (stereo unspecified)	-6	10	7	-23	18	10	2	15	4.7
O=C(Cn1c(NCCO)nc2ccccc21)c1ccc([N+](=O)[O-])cc1	-10	-17	4	-24	11	1	0	-3	0.4
CC(NC(=O)c1ccccc1Br)c1ccc2c(c1)CCCC2 (stereo unspecified)	-3	11	6	20	-20	-5	2	4	-1.7
CCOc1cc(S(=O)(=O)N(CC)CC)ccc1Cl	2	17	1	11	-6	-3	3	6	0.2
COC(CNC(=O)C(=O)NCC1CCCN1S(=O)(=O)c1cccs1)OC (stereo unspecified)	0	-14	-3	8	-6	0	0	-7	1.0
Cc1cc(C)nc(N2CCCC(C(=O)NCCc3cccc(F)c3)C2)n1 (stereo unspecified)	-3	7	22	0	18	-4	0	8	0.4
COc1ccc(C2OC(=O)C(C)(C)C(=O)C2(C)C)cc1OC (stereo unspecified)	-4	12	5	19	1	3	-1	0	-1.8
c1cncc(-c2noc(-c3cccc4ccccc34)n2)c1	2	14	23	-128	31	-2	8	16	8.0
CC1(C)Cc2c(cnn2-c2ccc(F)cc2)C(NC(=O)Cn2cncn2)C1 (stereo unspecified)	-4	5	7	13	11	-1	-7	12	1.5
O=C1NC(=O)N(c2ccccc2)C1=O	0	25	9	0	-12	-1	0	1	0.7
CCCCOc1ccc(C2C(C(=O)c3cccs3)=C(O)C(=O)N2CCN2CCOCC2)cc1 (stereo unspecified)	-6	-18	-11	13	-6	-4	-3	2	0.3
Cn1c(SCC2CCCO2)nnc1-c1ccc([N+](=O)[O-])cc1 (stereo unspecified)	1	2	-13	2	-13	-2	2	-9	1.6
